HIV peptide binding: cell-free HIV fusion peptide-binding blockers – biochemical, uHTS, fluorescence dequenching, primary screen (AID 1986) | cell-free peptide binding, fluorescence dequenching, 30 min; higher % means a stronger effect | actives 0.3% (n = 290,000) | inhibition, % at 20 µM, or IC50 in µM where a hit was titrated; in the data active means inhibition mostly above about 52%, no sharp cut-off; inactive means mostly below about 76%; further: some results filed as inactive read as strong as hits
KOR beta-arrestin-1: KOR agonists, beta-arrestin recruitment, primary screen, cell-based, luminescence, uHTS (AID 1777); actives 0.02% (n = 280,000); activation, % at 10 µM; hits with a dose series show EC50 in µM; KOR beta-arrestin recruitment, luminescence; higher % means a stronger effect; in the data active means activation above about 50%, passing the limit was not always enough; further: a part of the inactive calls stands beside numbers as strong as those of hits
GPR55 antagonists: GPR55 antagonists blocking LPI-driven arrestin recruitment, primary screen, imaging, U2OS, beta-arrestin-GFP, LPI agonist (AID 2013). U2OS GPR55 beta-arrestin-GFP translocation imaging, LPI antagonism; higher % means a stronger effect. actives 0.13% (n = 290,000). one-dose inhibition, % at 10 µM; IC50 in µM for titrated hits;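 active means spots per cell inhibited over 60%, with over 100 cells counted and total cytoplasm intensity under 500,000; inconclusive means wells with under 100 cells, flagged as likely toxic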;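 further: U2OS cells stably carrying GPR55 and arrestin-GFP stimulated by 5 µM LPI near EC80; imaged beta-arrestin-GFP aggregate spots per cell after agonist stimulation; plate controls were LPI-stimulated DMSO wells for no effect and DMSO wells without LPI for full effect; some results filed as inactive read as strong as hits; confirmed hits need IC50 under 10 µM and bright autofluorescent wells are also inconclusive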
NOD1 inhibition: inhibition of NOD1-driven NF-kB reporter – cell-based, luminescence, uHTS, primary screen (AID 1578); NOD1-driven NF-kB luciferase reporter cells, luminescence; higher % means a stronger effect; inhibition, % at 4 µM; hits with a dose series show EC50 in µM; actives 1% (n = 290,000); in the data active means inhibition mostly above about 36%, no sharp cut-off; inactive means mostly below about 34%;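 further: HEK-293T reporter cells stimulated with the NOD1 agonist gamma-tri-DAP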
KOR beta-arrestin-2: KOR antagonists, beta-arrestin recruitment, cell-based, luminescence, uHTS (AID 1778); actives 0.091% (n = 290,000); KOR beta-arrestin recruitment, luminescence, antagonist mode; higher % means a stronger effect; inhibition, % at 10 µM; hits with a dose series show IC50 in µM; further: strong numbers were not always called active
GPR35 antagonists: GPR35 antagonists blocking zaprinast-driven arrestin recruitment, primary screen, imaging, U2OS, beta-arrestin-GFP, zaprinast agonist (AID 2058). U2OS GPR35 beta-arrestin-GFP translocation imaging, zaprinast antagonism; higher % means a stronger effect. one-dose inhibition, % at 10 µM; IC50 in µM for titrated hits. actives 0.052% (n = 290,000);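 active means inhibition of at least 50% with at least 30 cells and total cytoplasm GFP at most 10,000,000; inconclusive means under 30 cells or total GFP of 10,000,000 plus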
HEK293 NOD2/NF-kB: NOD2 signaling inhibitors, cell-based, luminescence, uHTS, HEK293 (AID 1566). inhibition, % at 4 µM, or EC50 in µM where a hit was titrated. actives 0.63% (n = 290,000). HEK293 NOD2/NF-kB luciferase reporter, luminescence; higher % means a stronger effect; further: many of its hits are not listed in these tables
Myeloid diff MLP: promotes myeloid progenitor differentiation; AID 624256; calls only at 10 µM; ER-HoxA9 myeloid progenitors, lysozyme-GFP differentiation, flow cytometry; actives 1% (n = 360,000);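 active means normalized GFP-positive differentiation at or above the plate's own cutoff, the solvent-only control mean plus 3 SD; inconclusive means no clear call, values can overlap the other calls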;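 further: cells exposed to compound for four days before flow analysis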
GPR55 activation: selective activators of receptor GPR55 – imaging, U2OS cells, beta-arrestin-GFP redistribution, primary screen (AID 1961). U2OS GPR55 beta-arrestin-GFP redistribution imaging; higher % means a stronger effect. one-dose activation, % at 10 µM; EC50 in µM for titrated hits. actives 0.048% (n = 290,000);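 active means activation above 40% with more than 50 cells counted in the well; inconclusive means wells holding fewer than 50 cells, flagged as toxic or sparse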;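 further: U2OS osteosarcoma cells stably expressing GPR55 and beta-arrestin-GFP; plate controls were DMSO negative control for no effect and LPI positive control for full effect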
Myeloid diff MLP GFP+ MAC1+ %: also measured in Myeloid diff MLP; calls as there; GFP+ MAC1+ double positive, %; measured here: differentiation confirmed by MAC1 staining
* = called active by the depositor; i = inactive; ? = inconclusive; . = no result given; + = active, no number; [ ] = another dose, or the depositor's remark. Unless noted, no stated cut-off is given here; in the data, active means inhibition above about 50%; inactive means the rest. Not all compounds are listed. The share of hits here may be higher or lower than overall.

Results follow in this order: NOD1 inhibition	KOR beta-arrestin-2	HIV peptide binding	GPR55 antagonists	GPR55 activation	GPR35 antagonists	KOR beta-arrestin-1	Myeloid diff MLP	HEK293 NOD2/NF-kB	Myeloid diff MLP GFP+ MAC1+ %
- CCCc1ccc2oc(C(=O)N3CCC(N4CCCC(O)C4)CC3)c(C)c2c1 (centres undefined)
    -6%	-9%	1.0%	-4%	-0.1%	9%	-2.6%	?	4%	.
- O=C(c1ccccc1)N1CCCC(c2ccc(Cl)cc2)=N1
    -15%	-8%	8.6%	10%	-0.1%	7%	-1.7%	i	11%	2.1
- COc1ccc(C)cc1S(=O)(=O)N1CCN(S(=O)(=O)c2cc(C)ccc2OC)C(C)C1 (centres undefined)
    -6%	13%	-1.7%	13%	0.3%	-4%	-2.2%	i	28%	0.8
- CCOc1ccc(N(CC(=O)N/N=C(\C)c2cccc(NC(C)=O)c2)S(=O)(=O)c2ccccc2)cc1
    -7%	-6%	0.7%	10%	0.0%	-10%	0.4%	i	1%	1.0
- Cc1onc(-c2ccccc2)c1C(=O)N1CCCCCC1
    -44%	1%	1.6%	12%	0.7%	6%	2.0%	.	-21%	.
- Cc1[nH]n2c(=O)c3c(nc2c1-c1ccccc1)CCC3
    -9%	7%	0.0%	-4%	0.0%	-2%	6.9%	i	4%	1.1
- O=C(CSCCO)Nc1ccc(C23CC4CC(CC(C4)C2)C3)cc1
    -32%	-13%	1.8%	-4%	0.4%	6%	-5.8%	i	1%	0.6
- CCOC(=O)C1=C(O)/C(=C\c2ccc(CNC(=O)C(=O)Nc3ccccc3)o2)N=C1C
    -5%	-27%	43%	4%	-0.2%	3%	-0.1%	.	4%	.
- OC(CNCCc1ccc(C(F)(F)F)cc1)COc1cccc2ccccc12 (centres undefined)
    -26%	-38%	-5.6%	28%	-0.4%	0%	-0.2%	i	0%	0.3
- COc1ccc(Br)cc1/C=N/NC(=O)c1ccc(COc2ccc3c(c2)CCC3)o1
    -19%	-14%	-1.9%	18%	0.2%	6%	-0.4%	+	-49%	1.6*
- CNC(=S)NNC(=O)c1ccc(=O)n(Cc2ccc(Cl)cc2Cl)c1
    13%	44%	-4.3%	4%	-0.1%	11%	-3.6%	i	5%	0.5
- Cc1ccc(NC(=O)c2sc3ncnc(N4CCN(c5ccccn5)CC4)c3c2C)c(C)c1
    -22%	-2%	-0.1%	-1%	0.2%	-1%	-3.7%	i	19%	3.0
- S=c1[nH]nc(C2CCCCC2)o1
    -40%	-38%	0.3%	11%	-0.8%	-13%	6.9%	i	-5%	0.3
- CCCN1CCC(N2CCCC(C(=O)O)C2)CC1 (centres undefined)
    -20%	-6%	-1.1%	15%	1.3%	11%	-5.2%	i	6%	0.4
- COc1cc2c(cc1OC)CN(CC(=O)Nc1ccccc1SC)CC2
    -10%	-1%	-1.6%	-3%	0.2%	7%	-5.7%	i	12%	1.0
- O=C(NCCc1ccccc1)C1CCN(S(=O)(=O)N2CCCCC2)CC1
    -3%	-30%	-0.1%	-16%	-0.2%	-3%	0.9%	i	-2%	0.0
- CCS(=O)(=O)Nc1ccc(C(=O)NCCSc2ccccc2)cc1
    -16%	-46%[20 µM]	0.0%	3%	0.3%	3%	-4.9%	i	-36%	0.6
- CC(C)(C)NC(=O)Cn1cnc([N+](=O)[O-])n1
    -2%	-26%	-2.1%	2%	-0.1%	5%	5.2%	i	6%	6.4
- N#C/C(=C\c1ccc(-c2ccc(S(=O)(=O)N3CCOCC3)cc2)o1)C(=O)NC1CC1
    -24%	-1%	5.1%	3%	0.6%	6%	2.9%	i	8%	0.6
- CCOC(=O)N1CCC(N2CCN(S(=O)(=O)c3ccc(Cl)cc3)CC2)CC1
    17%	-4%	-1.9%	-12%	0.3%	0%	2.8%	i	-7%	2.1
- O=C(CCc1ccccc1F)N1CCN(c2ccccc2)CC1
    -20%	-18%[20 µM]	0.7%	2%	-0.1%	-5%	-5.3%	i	2%	0.5
- CCOC(=O)c1cn(CC)c2ccc(Br)cc2c1=O
    -21%	9%	15%	9%	-0.2%	15%	6.6%	i	-3%	1.0
- Cc1cc(C)cc(OCC(=O)N(Cc2ccc(N(C)C)cc2)C2CCS(=O)(=O)C2)c1 (centres undefined)
    8%	-54%	-1.2%	-6%	-0.3%	-12%	9.5%	i	-14%	0.5
- O=C(COC(=O)c1ccco1)NCC1CCCO1 (centres undefined)
    50%	.	-2.4%	4%	-0.2%	-4%	2.7%	i	-18%	1.2
- CC(C)(C)OC(=O)N1CCCC(C(=O)CC#N)C1 (centres undefined)
    -6%	6%	1.0%	2%	2.0%	21%	3.0%	i	4%	0.0
- COc1ccccc1CNC(=O)COC(=O)Cc1c(Cl)cccc1Cl
    27%	17%	-1.9%	6%	-0.1%	-6%	-2.4%	i	9%	0.1
- Cc1ccc(-c2nc3ccccc3s2)cc1S(=O)(=O)N1CCOCC1
    2%	-20%	-2.0%	8%	-0.1%	1%	-5.4%	i	6%	5.0
- CC(C)CCNC(=O)c1onc(CSc2nc3ccccc3[nH]2)c1C(=O)NCCC(C)C
    -19%	-37%[20 µM]	1.0%	16%	-0.2%	-6%	-0.2%	i	-6%	3.2
- COc1cccc(NC(=O)N(CCCN2CCOCC2)C(C)c2cc3cccc(OC)c3o2)c1 (centres undefined)
    -18%	-3%	1.3%	16%	-0.2%	-12%	-1.0%	i	4%	0.6
- C#CCNC(=O)C1=C[C@H](c2cn(C(C)=O)c3ccccc23)C[C@H](OCc2ccc(CO)cc2)O1
    46%*	-39%	0.8%	-2%	1.2%	-16%	0.7%	i	9%	0.6
- C=CCSc1nccc(-c2nn(-c3ccc(C)cc3)ccc2=O)n1
    3%	-33%	1.8%	12%	-0.1%	-15%	-1.0%	?	13%	.
- O=C(Sc1nnnn1C1CCCCC1)c1cccs1
    -2%	-75%	0.0%	-12%	0.6%	-15%	2.0%	.	-7%	.
- Cc1ccc(OCC(O)CNC2CCCC2)cc1C (centres undefined)
    63%*	-15%[20 µM]	-3.1%	2%	-0.1%	-7%	1.3%	i	-9%	0.3
- CC(C)(C)C(=O)NCCc1nc2ccccc2n1CC(=O)c1ccccc1
    -8%	-12%	0.7%	10%	0.2%	-6%	1.3%	i	19%	1.4
- CC1(C)CC2CC(C)(CN2C(=S)Nc2ccccc2)C1 (centres undefined)
    -23%	-10%	-2.1%	6%	-0.4%	-8%	-5.8%	i	4%	0.1
- CN(Cc1ccccc1)S(=O)(=O)c1ccc(NS(=O)(=O)Cc2ccccc2)cc1
    9%	-30%	1.2%	9%	-0.1%	1%	-1.4%	i	-4%	4.5
- Cc1ccc(C2C(C(=O)c3cccs3)=C(O)C(=O)N2c2nnc(C)s2)cc1 (centres undefined)
    -14%	-10%	25%	-4%	0.6%	1%	-1.4%	.	-19%	.
- CCOC(=O)c1cccc(NC(=O)CSc2nnc(-c3cccnc3)n2CC)c1
    24%	-10%	-4.3%	12%	0.2%	7%	-2.5%	i	18%	1.0
- OCCN(CCO)c1nc2ccccc2[nH]1
    -6%	-14%	-0.9%	7%	-0.3%	-2%	5.4%	i	-15%	0.2
- [O-][N+]12CCN(CC1)c1ccccc12
    12%	13%	-1.5%	-6%	0.6%	20%	-9.6%	i	10%	0.4
- Cc1ccc(S(=O)(=O)N2CCC(=O)N(CCOCc3ccc(Cl)cc3)CC2)cc1
    8%	-3%	-1.1%	-6%	0.2%	-12%	0.6%	i	12%	1.5
- O=C(/C=C/Nc1cccc([N+](=O)[O-])c1)c1cccs1
    -97%	34%	1.4%	11%	-0.1%	5%	-4.7%	i	-121%	0.2
- CCC(=O)Nc1ccc(C(=O)Nc2cccnc2)cc1
    -23%	22%	-0.2%	-4%	-0.1%	-2%	-2.1%	i	-17%	8.2
- CCCN(CC(=O)Nc1ccccc1OC)C(=O)c1cc2ccccc2o1
    17%	-1%	-1.0%	2%	-0.3%	-15%	-6.1%	i	14%	0.9
- O=C(CC(c1ccccc1)c1ccco1)Nc1nccs1 (centres undefined)
    9%	4%	3.3%	10%	0.1%	17%	-1.8%	i	10%	0.4
- O=C(Nc1ccccc1)C1=C[C@@H](c2csc3ccccc23)C[C@@H](OCc2ccc(CO)cc2)O1
    -6%	6%	2.6%	10%	0.8%	-25%	-0.6%	i	-62%	1.2
- COc1ccc(OCC(=O)Nc2ccc3c(c2)nc(CCN2CCCC2)n3C)cc1
    -16%	24%	2.4%	13%	-0.1%	-10%	-1.2%	i	22%	0.5
- COc1ccc(CCNC(=S)Nc2ccc(C(C)C)cc2)cc1
    14%	-4%	-2.3%	-2%	-0.2%	14%	4.8%	i	2%	0.6
- O=C(Nc1cccc(F)c1)N1C2CCC1CC(O)(c1cccnc1)C2 (centres undefined)
    2%	6%[20 µM]	0.6%	6%	0.3%	3%	.	i	15%	0.4
- COc1ccc(C)cc1NC(=O)C1CCN(S(=O)(=O)c2ccc3c(c2)C(C)(C)C(=O)N3C)CC1
    -25%	5%[20 µM]	-1.1%	-3%	-0.1%	3%	-3.5%	i	17%	3.2
- COc1ccc(NC(=O)c2ccc(CN3CCc4ccccc4C3)cc2)cc1OC
    -7%	-12%	-1.0%	3%	1.1%	0%	-4.3%	i	21%	0.4
- C=CCN1C(=O)C(O)(CC(=O)c2c(C)n[nH]c2C)c2cc(Br)ccc21 (centres undefined)
    -11%	2%	1.2%	17%	-0.1%	-11%	-1.5%	i	16%	1.2
- COc1ccccc1N(CC(=O)NC1CC2CCC1C2)S(=O)(=O)c1ccc(C)cc1 (centres undefined)
    -34%	3%	1.0%	3%	-0.1%	-12%	6.0%	i	-13%	1.1
- O=C(NCc1ccco1)c1cccc(S(=O)(=O)N2CCCC2)c1
    10%	-40%	0.5%	2%	0.3%	14%	1.5%	i	-14%	0.1
- COc1cc2[nH]c(=S)nc(NC3CCCC3)c2cc1OC
    -8%	-18%	1.0%	9%	-0.5%	3%	-3.0%	.	18%	.
- CCCOc1cccc(C2C(C(=O)c3cc4ccccc4o3)=C(O)C(=O)N2c2cc(C)on2)c1 (centres undefined)
    -7%	-25%	17µM*	-5%	0.0%	7%	11%	i	14%	2.8
- COc1ccc(-c2nnc3n(CCc4ccccc4)c(=O)c4ccccc4n23)cc1OC
    39%	-10%	1.1%	2%	-0.2%	3%	6.1%	i	4%	0.6

Screening results (PubChem BioAssay)
